TRPV1 ag: human TRPV1 agonism. Q8NER1. TRPV1-expressing cells, Fluo-8 calcium influx, agonist mode. activation, % at 8.33 µM. actives 0.19% (n = 320,000). AID 540275; in the data active = activation above about 80%; inconclusive = between about 30% and that limit; note: 0% is about no effect
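Fluo-8 calcium influx in TRPV1-expressing cells, kinetic read (ex 480/em 520 nm). Compound added and read 3 min for agonist activity, followed by capsaicin at EC20 final and 2 min further read for enhancement.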
Giardia kill: Giardia lamblia killing; Giardia lamblia trophozoite viability; activity change, % at 7.66 µM, hits read low; actives 0.15% (n = 340,000); AID 540267; in the data active = activity change below about -80%; inconclusive = between about -30% and that limit;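 note: parasites exposed to compound for two days anaerobically before the ATP read; % is set by controls: 0 for no effect and ±100 for the full control effect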
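Trophozoites 100 cells/well + cpd; 48 hrs, 37 deg C, anaerobic. ATPLite 1-Step added, 15-30 min RT, luminescence read (ATP-based viability).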
Coupling enz: inhibits coupling enzyme system, counter-screen for aldolase hits; coupling enzyme system counterscreen, AmpLite Red fluorescence; activity change, negative = inhibition, % at 58.2 µM, hits read low; actives 0.67% (n = 290,000); AID 2472; in the data active = activity change below about -30%; note: % is set by controls: 0 for no effect and ±100 for the full control effect
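Coupling enzymes only (glyceraldehyde-3-phosphate) + compound, at 57.5 uM final, 10 min RT; add substrate/coupling/AmpLite Red mix, 20 min RT; fluorescence ex 525/em 598 nm. Actives flag coupling-system interference.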
PKM2 act: increases activity of human pyruvate kinase M2 | actives 0.34% (n = 260,000) | purified PKM2, Kinase-Glo ATP luminescence, activation; response scale: 0% is enzyme alone, no compound | P14618 | AID 1631 | Potency, µM (highest dose often 57.5 µM), for the others: at the top dose activation, actives largely listed as activators; note: potency is the fitted concentration of half-maximal effect; % is set by controls: 0 for no effect and ±100 for the full control effect; nearly all actives have a fitted effect of over 55% in size
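ATP formation by purified human PK-M2, quantified via coupled luciferase luminescence after 1 h at room temperature with 0.1 mM ADP and 0.5 mM PEP final.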
USP2a block: blocks human ubiquitin-specific protease USP2a; O75604; Potency, µM (titrated, usually from 38.3 µM), for the others: at the top dose activity change, negative = inhibition, hits mostly inhibitors; USP2 core, Ub-CHOP2 coupled fluorogenic reporter, 485/531; actives 0.01% (n = 330,000); AID 463254;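 note: potency is the fitted concentration of half-maximal effect; plate controls were DMSO wells for no effect and full inhibition by NEM control for full effect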
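USP2 core (10nM final) preincubated 30min RT with compound in 20mM Tris-HCl pH 8.0, 2mM CaCl2, 2mM beta-mercaptoethanol, 0.05% CHAPS; 25nM Ub-CHOP2 plus 25nM reporter substrate added, fluorescence (Ex485/Em531) read after 60min.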
B2AR arrestin: recruits beta-arrestin to the human beta2-adrenergic receptor. P07550. beta-arrestin recruitment to beta2AR, cell-based reporter. Potency, µM (series often up to 46.1 µM), for inactives: at the highest dose activation, actives largely listed as activators. actives 0.02% (n = 330,000);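 note: potency is the fitted concentration of half-maximal effect; 0% = DMSO controls and full agonism = EC100 isoproterenol or metaproterenol; nearly all actives have a fitted effect of over 65% in size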
KCNH2 3.1 block: KCNH2 3.1 (human) potassium channel inhibition; U2OS KCNH2 3.1, thallium flux FluxOr; hits give low values; AID 720553; actives 0.95% (n = 340,000); activity change, % (tested at about 1.8 µM);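 active = maximum activity change below -70%; inconclusive = maximum activity change from -70% to -50%; inactive = maximum activity change above -50%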;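 note: thallium influx rate constant from kinetic fluorescence after stimulation buffer; % is set by controls: 0 for no effect and ±100 for the full control effect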
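Thallium flux via FluxOr fluorescence (Red40 quencher, 45 min loading) in U2OS cells virally expressing the KCNH2 3.1 isoform (1.77 x 10^8 /mL virus, overnight at 37 C). Rate constants from 2-min kinetic reads post-stimulation, normalised to positive and negative controls.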
hERG WT inh: KCNH2 (human, wildtype) channel inhibition; U2OS, BacMam KCNH2, thallium flux FluxOr; hits give low values; actives 0.37% (n = 340,000); Q12809; AID 720551; activity change, % at 1.84 µM;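 active = maximum activity change below -70%; inconclusive = maximum activity change between -70% and -50%; inactive = maximum activity change above -50%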; note: % is set by controls: 0 for no effect and ±100 for the full control effect
Target sequence (Q12809 whole entry, looked up): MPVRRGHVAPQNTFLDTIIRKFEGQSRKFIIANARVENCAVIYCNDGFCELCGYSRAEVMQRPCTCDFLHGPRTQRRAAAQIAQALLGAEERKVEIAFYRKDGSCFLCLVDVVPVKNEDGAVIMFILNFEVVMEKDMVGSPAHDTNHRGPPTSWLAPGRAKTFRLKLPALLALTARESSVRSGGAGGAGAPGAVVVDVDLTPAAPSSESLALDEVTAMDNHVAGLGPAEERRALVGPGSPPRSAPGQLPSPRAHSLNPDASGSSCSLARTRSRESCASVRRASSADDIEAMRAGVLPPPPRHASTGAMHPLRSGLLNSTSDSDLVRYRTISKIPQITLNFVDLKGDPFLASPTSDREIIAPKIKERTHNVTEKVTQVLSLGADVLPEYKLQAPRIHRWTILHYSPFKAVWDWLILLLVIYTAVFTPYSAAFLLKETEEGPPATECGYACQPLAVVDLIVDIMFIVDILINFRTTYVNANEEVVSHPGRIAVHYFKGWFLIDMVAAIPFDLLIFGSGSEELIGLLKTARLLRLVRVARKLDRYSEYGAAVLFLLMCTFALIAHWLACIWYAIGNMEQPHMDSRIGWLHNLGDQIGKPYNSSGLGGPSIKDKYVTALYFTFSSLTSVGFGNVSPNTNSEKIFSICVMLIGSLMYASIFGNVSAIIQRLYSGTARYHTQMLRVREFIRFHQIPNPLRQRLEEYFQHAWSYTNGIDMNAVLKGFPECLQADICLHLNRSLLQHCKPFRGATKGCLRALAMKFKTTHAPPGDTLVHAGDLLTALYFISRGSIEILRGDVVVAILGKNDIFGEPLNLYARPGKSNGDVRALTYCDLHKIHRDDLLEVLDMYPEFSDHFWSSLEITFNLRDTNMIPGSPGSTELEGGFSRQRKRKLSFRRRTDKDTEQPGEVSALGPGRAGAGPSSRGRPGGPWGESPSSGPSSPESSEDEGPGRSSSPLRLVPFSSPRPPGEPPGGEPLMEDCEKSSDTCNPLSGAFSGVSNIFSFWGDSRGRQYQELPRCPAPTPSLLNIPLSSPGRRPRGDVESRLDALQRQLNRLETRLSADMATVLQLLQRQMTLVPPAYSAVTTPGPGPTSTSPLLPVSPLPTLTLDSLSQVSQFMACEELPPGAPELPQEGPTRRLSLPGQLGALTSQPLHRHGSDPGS
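U2OS cells were transduced with wild-type KCNH2 virus (2.03 x 10^8 / mL) for 4 h at room temperature, then cultured overnight at 37 C. Thallium flux was read with FluxOr dye. Rate constants were normalized to DMSO controls.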
Menin-MLL TR inh: inhibitors of human menin-MLL interaction, mutant MLL peptide; Potency, µM (doses to about 61.6 µM), inactives show at the top dose FP activity change, negative = inhibition, most hits filed as inhibitors; Menin + Texas Red MLL mutant peptide, fluorescence polarization; AID 1768; actives 0.23% (n = 270,000); O00255; active = well fitted inhibition curve with a large enough effect in the polarisation, with a control signal flat, not every such curve was filed as active; inconclusive = small, poorly fitted or top-dose-only effect, or effect the other way, or a change in a side signal; inactive = no such curve, though single readings can be large or run the other way; the % refers to the polarisation; note: potency is the fitted concentration of half-maximal effect; % of control where 0% means no effect; many of its hits are not listed in these tables
GALK inh: blocks human galactokinase activity | P51570 | Purified GALK, Kinase-Glo residual ATP luminescence | Potency, µM (top dose mostly 57.5 µM), for the others: at the highest dose activity change, negative = inhibition, most hits filed as inhibitors | actives 0.007% (n = 270,000); note: potency is the fitted concentration of half-maximal effect; % is set by controls: 0 for no effect and ±100 for the full control effect
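Kinase-Glo Plus luminescence measured ATP left after a 1 h room-temperature reaction. The reaction used 5 nM GALK, 100 uM galactose and 35 uM ATP at pH 8.0 (20 mM HEPES, 5 mM MgCl2, 60 mM NaCl, 1 mM DTT, 0.01% BSA).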
CXXC DNA block: inhibitors of human MLL CXXC domain-DNA interaction; AID 2662; Q03164; actives 0.037% (n = 290,000); MLL-CXXC / FITC-HOXA9 DNA fluorescence polarization; Potency, µM (doses to about 115 µM), without a hit: at the top dose activity change, negative = inhibition, most hits filed as inhibitors; active = well fitted inhibition curve with a large enough effect in the polarisation, with a control signal flat, not every such curve was filed as active; inconclusive = small, poorly fitted or top-dose-only effect, or effect the other way, or a change in a side signal; inactive = no such curve, though single readings can be large or run the other way; the % refers to the polarisation; note: potency is the fitted concentration of half-maximal effect
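Steps: dispense CXXC domain solution (7 uM) → pin compounds or unlabeled HOX-A9 DNA control → 5 min ambient → add FLSN-HOX-A9 solution (50 nM) → spin → 30 min ambient → fluorescence polarization. Tris pH 7.5/NaCl/DTT/BSA buffer.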
An asterisk follows results filed as active; ? = inconclusive; · = no result given; [ ] = remark or other dose. Unless noted, calls come from the whole dose curve; as a rule, active = well fitted curve in the direction sought with a large enough effect; inconclusive = small, poorly fitted or top-dose-only effect, or another doubt; inactive = no such curve, though single readings can be large; an effect the other way counts as inactive or inconclusive.

SMILES	TRPV1 ag	Giardia kill	Coupling enz	PKM2 act	USP2a block	B2AR arrestin	KCNH2 3.1 block	hERG WT inh	Menin-MLL TR inh	GALK inh	CXXC DNA block
COCCn1c(SCC(=O)Nc2cc(C)on2)nnc1-c1c[nH]c2ccccc12	1	36[activator]	2	7%	-2%	-0.9%	26	-3	8%	1%	-6%
Cc1cc(C)c(NC(=O)Cc2ccc(-n3cccc3)cc2)c(C)c1	-1	-10	3	6%	3%	-0.1%	-21	-2	0%	1%	-7%
O=S(=O)(c1ccccc1F)N1CCN(c2nc3ccccc3s2)CC1	10	?	-3	-8%	0%	-1.3%	-4	-7	-1%	3%	?
O=C(NCCN1CCOCC1)c1cc(-c2ccc(Br)cc2)on1	-2	9	6	-5%	0%	0.4%	8	-9	4%	4%	1%
CCc1nc2sc3ccccc3c(=O)c2c(=O)n1CCOC	-1	1	0	1%	1%	-0.2%	12	-5	-9%	3%	-13%
CCOc1ccc(NC(=S)NCc2nc3ccccc3[nH]2)cc1	-2	?	-3	-17%	0%	-0.2%	?	·	21%	-1%	2%
O=C(NCC1(c2ccccc2)CCCC1)c1ccc(Br)o1	?	3	0	0%	4%	-0.1%	8	-15	-16%	0%	10%
N#Cc1c(N)n[nH]c1CCCN	0	-4	0	-3%	3%	-0.5%	-19	4	-5%	0%	8%
CC1=C(C(=O)OC(C)C)C(c2cccs2)N2C(=O)C(C)SC2=N1 (stereo not given)	4	22	1	0%	3%	-0.1%	-19	-11	-5%	-1%	-18%
Cc1ccc(Cn2nc(C)c3cc(C(=O)OCC(N)=O)sc32)cc1	20	-7	3	-2%	8%	0.3%	3	5	1%	0%	-4%
O=C(CN1CCN(Cc2ccccc2)CC1)N1CCCc2c1c(=O)oc1ccc(O)cc21	-1	-10	7	?	2%	-0.3%	-1	5	-3%	1%	3%
CC(C)(C)C(=O)NNC(=O)c1ccc(Oc2cc(Cl)cc(Cl)c2)o1	3	-4	1	-9%	0%	-0.3%	-2	-5	·	3%	-9%
COC(=O)C1=C(C)NC2=C(C(=O)CCC2)C1c1ccsc1 (stereo not given)	3	·	-2	-3%	4%	-0.5%	·	·	-11%	-1%	-8%
COCCCNC(=O)C1CCC(=O)N(c2ccc3c(c2)OCO3)C1c1ccc(OC)cc1 (stereo not given)	2	4	-2	·	3%	-1.0%	-22	-3	-15%	-2%	8%
Cc1ccc(C(=O)NCC(=O)N2CCN(c3ccccc3)CC2)cc1	0	8	0	-1%	2%	-0.2%	45	-12	-5%	0%	2%
C/C(=C\c1ccco1)C1Nc2cccc3cccc(c23)N1	-1	·	-6	-6%	1%	-0.2%	·	·	?	6%	-1%
CN(C)S(=O)(=O)N1CCN(S(=O)(=O)N2CCOCC2)CC1	2	7	-1	-4%	0%	-0.2%	-4	-1	17%	1%	6%
O=C(c1ccco1)N(c1ccccn1)c1ccccn1	-5	11	1	1%	0%	0.3%	-6	6	22%	-2%	-1%
O=C(NCc1cccs1)C1CCCN1C(=O)Nc1cccc(F)c1 (stereo not given)	0	-3	2	12%	11%	1.0%	6	-1	1%	-1%	0%
CCC1CCCCN1CCCNC(=O)CN1C(=O)c2cccnc2Oc2ccc(C)cc21 (stereo not given)	-2	1	2	1%[0.46 µM]	0%	0.4%	16	-1	-7%	5%	2%
Cc1ccc(C(=O)N2CCCC(CCC(=O)N3CCN(c4ccccn4)CC3)C2)cc1 (stereo not given)	-3	-23	-4	0%	2%	0.5%	-3	-4	-6%	0%	58%[activator]
O=C(Cc1ccc(NC2=NC3CS(=O)(=O)CC3S2)cc1)NCc1ccccc1Cl (stereo not given)	-2	-10	-2	-1%	3%	0.0%	-20	0	-1%	·	·
Cc1cc(NS(=O)(=O)c2ccc(NC(=O)C(C)Oc3ccc4c(C)cc(=O)oc4c3)cc2)no1 (stereo not given)	2	-16	12	5%	2%	0.1%	-5	-7	-21%	-3%	-2%
CCOC(=O)c1ccccc1NC(=O)c1cn(-c2ccc(C)c(C)c2)c(=O)c2ccccc12	-5	-8	0	3%	0%	4.8%	-16	-5	-2%	1%	-1%
CC(=O)Nc1cccc(NC(=O)CSc2ccc3nnc(CCNC(=O)c4ccccc4)n3n2)c1	0	-14	1	-4%	1%	-0.1%	4	8	-4%	1%	20%
COc1cccc(-c2nc(CS(=O)(=O)CC(=O)NC3CCC(C)CC3)c(C)o2)c1 (stereo not given)	20	-5	6	·	4%	-0.3%	-11	-10	-4%	0%	-2%
CC(=O)C1=C(C)NC(=O)NC1c1ccc(OC2CCCC2)cc1 (stereo not given)	4	0	10	-8%	0%	0.2%	-5	-9	-5%	2%	8%
COC(=O)Cc1ccc(O)c(N)c1	2	13	2	5%	2%	-0.4%	-4	-6	6%	1%	-2%
Cn1ncc(N=Cc2ccccc2)c1C(=O)Nc1cccc(Cl)c1	5	1	1	5%	1%	-1.4%	·	-28	-19%	1%	16%
CC(C)c1ccc(CNc2ccc(N3CCOCC3)cc2)cc1	-4	5	-4	4%	1%	-0.4%	-175*	-131*	-7%	-5%	2%
O=C(CSc1nc(C(F)(F)F)cc(=O)[nH]1)N1CCCCCC1	-2	-11	·	·	1%	-0.2%	-9	-2	·	·	·
CC(C)c1ccc(NC(=O)[C@H]2CSCN2C(=O)[C@@H]2CCC(=O)N2)cc1	10	-1	-3	·	0%	0.4%	-7	1	-4%	0%	-10%
COc1cc(NC(=O)c2ccc(CNc3c(N4CCOCC4)c(=O)c3=O)cc2)cc(OC)c1	1	-7	3	0%	0%	-0.3%	-4	2	13%	5%	1%
O=C(c1cccnc1)n1nc(-c2ccco2)nc1NCc1cccs1	0	-4	-6	-1%	0%	-0.4%	13	3	1%	4%	9%
O=C(COc1ccc2c(c1)OCO2)Nc1nccs1	3	13	0	·	1%	-0.1%	-1	-11	-2%	23%	0%
CCSc1nnc(Cc2cc(=O)[nH]c(=O)[nH]2)n1-c1cccc(C)c1	0	-1	2	-2%	5%	0.3%	19	7	·	2%	9%
Cc1nc(NC(C)C)c2cnn(CCc3ccccc3)c2n1	3	-7	-4	10%	?	3.6%	-11	-10	3%	1%	-15%
O=C(NC1CCN(Cc2ccccc2)CC1)C1CCN(S(=O)(=O)c2cccc3cccnc23)CC1	-5	8	4	-18%	0%	-0.7%	31	23	-14%	3%	11%
Cc1cc(F)ccc1NC(=O)c1cc(S(=O)(=O)N2CCCC2)cn1C	-5	-5	1	7%	-1%	-0.9%	2	3	-20%	·	·
CCNC(C(=O)c1c[nH]c2c(CC)cccc12)c1ccccc1 (stereo not given)	-4	2	-1	0%	0%	0.1%	-7	11	-15%	17%	-1%
O=C(NCCCNC(=O)c1ccccn1)c1ccccn1	3	0	0	-12%	-1%	-0.2%	-10	1	17%	1%	-4%
Cc1ccc(-n2nc3c(c2NC(=O)c2ccco2)CS(=O)C3)cc1 (stereo not given)	2	19	-1	-8%	-4%	7.2%	0	4	?	-3%	?
COc1cccc(-c2nc(CSCC(=O)N3CCc4ccccc43)c(C)o2)c1	4	-3	-5	-7%	-2%	0.0%	1	-13	0%	1%	0%
O=c1[nH][nH]c(=S)n1-c1ccccc1C(F)(F)F	0	·	5	2%	0%	0.2%	·	·	·	1%	18%
Cc1ccc(NC(=O)COC(=O)COc2ccc(Cl)cc2C)c([N+](=O)[O-])c1	-3	-19	2	-1%	-7%	-4.0%	19	3	-2%	0%	6%
CCCCCc1cc(=O)c2ccccc2o1	·	-21	·	·	3%	-0.1%	0	-6	·	·	·
CCC(C)NC(=O)C1CCN(c2nc(C)cc(C)n2)CC1 (stereo not given)	-5	18	0	-4%	-4%	-0.4%	-7	23	-2%	1%	-10%
CC(SC1=NCCS1)C(=O)Nc1nnc(-c2ccc(F)cc2)s1 (stereo not given)	10	-9	-2	-18%	0%	-0.3%	-5	7	0%	-5%	-5%
CCOC(=O)CN1C(=O)C(=O)N(Cc2ccccc2)C1=O	4	11	0	·	-3%	-0.2%	1	-4	7%	-1%	33%

Assay outcomes deposited in PubChem BioAssay by National Center for Advancing Translational Sciences (NCATS).

Some of the compounds tested, so the mix of outcomes need not match the whole.
